# MsrA inh: inhibitors of bovine MsrA. purified bovine MsrA, absorbance read-out. inhibition, % at 15.5 µM. 360,000 compounds, 0.75% hits. AID 651718; in the data active = inhibition above about 4.5%;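 also: 0% = vehicle wells with enzyme and 100% = reference inhibitor wells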
# Neddylation inh: cullin neddylation inhibition; P61081+Q13564; TR-FRET cullin neddylation, biochemical; calls only at 25 µM; 360,000 compounds, 0.58% hits; AID 651699; in the data active = inhibition above about 36%
# Rin1 Abl inh: blocks binding of human Rin1 to Abl; inhibition, % at 7.35 µM; 360,000 compounds, 0.4% hits; TR-FRET Rin1/Abl binding, biochemical; P00519+Q13671; in the data active = inhibition above about 5%, passing the limit was not always enough
# Tb MetRS inh: blocks T. brucei methionyl-tRNA synthetase activity; AID 624268; inhibition, % at 11.9 µM; 360,000 compounds, 0.4% hits; purified T. brucei MetRS, ATP depletion, Kinase-Glo luminescence;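 active = inhibition above a per-plate cutoff of the control wells' mean inhibition plus 3 SD, cut at about 5.5% in these data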;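 also: 0% = DMSO wells median and 100% = median of wells with control inhibitor compound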
#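 Material – parasite MetRS enzyme · Medium – HEPES-MgCl2-KCl buffer plus DTT, spermine, BSA, pyrophosphatase · Reagent – ATP, methionine and E. coli bulk tRNA substrates · Times – 15 min enzyme-compound preincubation, 2 h reaction, 10 min detection, 25 °C · Measured by – luminescence of leftover ATP · Evaluation – percent inhibition relative to median high and low control wells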
# bovine MsrA act: activates bovine MsrA enzyme. purified bovine MsrA, absorbance read-out. activation, % at 10.6 µM. 360,000 compounds, 0.3% hits; in the data active = activation above about 7.5%;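 also: 0% = vehicle and 100% = reference activator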
# eLon inh: E. coli protease La inhibition; P0A9M0; purified E. coli Lon protease, fluorescence polarization; inhibition, % at 7.94 µM; 360,000 compounds, 0.42% hits; AID 602123; in the data active = inhibition above about 13%, passing the limit was not always enough;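 also: 0% = enzyme with probe and DMSO and 100% = no enzyme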
# Target sequence (P0A9M0 whole entry, looked up): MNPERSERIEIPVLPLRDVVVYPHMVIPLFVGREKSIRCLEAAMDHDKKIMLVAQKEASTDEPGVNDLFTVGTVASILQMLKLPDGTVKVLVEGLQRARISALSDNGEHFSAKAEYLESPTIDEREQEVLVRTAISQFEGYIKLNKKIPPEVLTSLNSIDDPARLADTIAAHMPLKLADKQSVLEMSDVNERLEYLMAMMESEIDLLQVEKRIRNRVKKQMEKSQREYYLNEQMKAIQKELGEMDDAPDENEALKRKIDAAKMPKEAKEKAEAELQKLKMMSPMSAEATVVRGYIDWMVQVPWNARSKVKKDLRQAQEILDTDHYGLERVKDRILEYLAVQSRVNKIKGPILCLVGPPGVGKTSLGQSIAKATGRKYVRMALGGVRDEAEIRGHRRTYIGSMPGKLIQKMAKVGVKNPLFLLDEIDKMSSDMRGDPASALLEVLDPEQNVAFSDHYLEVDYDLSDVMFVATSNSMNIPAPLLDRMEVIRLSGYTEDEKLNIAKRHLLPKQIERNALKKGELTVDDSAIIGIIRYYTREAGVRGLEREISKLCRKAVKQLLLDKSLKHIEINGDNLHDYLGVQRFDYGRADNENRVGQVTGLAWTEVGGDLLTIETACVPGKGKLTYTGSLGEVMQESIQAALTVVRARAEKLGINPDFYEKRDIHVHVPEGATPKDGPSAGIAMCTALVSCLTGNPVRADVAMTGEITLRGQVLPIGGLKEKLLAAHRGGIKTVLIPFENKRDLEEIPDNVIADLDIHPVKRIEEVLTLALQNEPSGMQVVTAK
# CSN deneddyl inh: CSN deneddylation inhibition | Q92905 | Purified CSN, SCF-Nedd8-OG deneddylation, fluorescence polarization | inhibition, % at 12.5 µM | 360,000 compounds, 0.38% hits;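 active = pattern-corrected inhibition above about 35%, with an unprinted fluorescence ratio check between 0.5 and 1.5, limit read from the data, passing the limit was not always enough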;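 also: 0% = enzyme with substrate and 100% = substrate without enzyme; some results filed as inactive read as strong as hits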
# Target sequence (Q92905 whole entry, looked up, one chain of several): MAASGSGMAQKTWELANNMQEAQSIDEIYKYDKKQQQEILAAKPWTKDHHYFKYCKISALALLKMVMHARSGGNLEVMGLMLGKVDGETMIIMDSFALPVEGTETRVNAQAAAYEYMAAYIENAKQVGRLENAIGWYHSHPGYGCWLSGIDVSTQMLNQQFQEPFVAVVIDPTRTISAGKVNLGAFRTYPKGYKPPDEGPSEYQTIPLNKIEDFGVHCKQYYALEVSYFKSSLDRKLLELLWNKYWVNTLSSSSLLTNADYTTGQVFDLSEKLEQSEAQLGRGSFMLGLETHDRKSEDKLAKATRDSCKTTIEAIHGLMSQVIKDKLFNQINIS
#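 Detection – fluorescence polarization · System – HEK293T-derived human Csn5 enzyme · Controls – substrate-only high control, full reaction low control · Timing – 90 min, room temperature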
# FAS TE block: inhibitors of human fatty acid synthase thioesterase domain; AID 602261; P49327; inhibition, % at 15 µM; 360,000 compounds, 0.67% hits; recombinant FAS-TE, OMFH fluorogenic substrate, fluorescence endpoint;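 active = compounds whose normalised, plate-corrected inhibition of enzyme fluorescence in the single-dose primary screen is 50% or more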;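 also: 0% = DMSO with enzyme and 100% = substrate without enzyme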
# PABP1 MLLE inh: blocks PAM2 peptide binding to the PABP1 MLLE domain. GST-MLLE / FITC-PAM2 fluorescence polarization. inhibition, % at 20 µM. 360,000 compounds, 0.36% hits. AID 588489; in the data active = inhibition above about 35%, passing the limit was not always enough;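 also: plate controls were DMSO wells with GST-MLLE for no effect and wells lacking GST-MLLE protein for full effect; some results filed as inactive read as strong as hits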
# The depositor's hits bear a star; i = inactive; . = not tested or not shown. Random draw from the library; about 4% have a hit in one of these screens.
canonical_smiles,CSN deneddyl inh,MsrA inh,Neddylation inh,Tb MetRS inh,bovine MsrA act,PABP1 MLLE inh,eLon inh,Rin1 Abl inh,FAS TE block
COc1ccc(CN2C(=O)c3cccc4cccc(c34)C2=O)cc1,2,1.5,i,0.3,-1,-6,1,0,-3
O=C(O)c1nn(CCOc2ccccc2F)c(=O)c2ccccc12,-4,-1.0,i,-0.3,-3,7,5,3,2
CC(=O)N(c1ccc2oc(=O)sc2c1)S(=O)(=O)c1ccc(C(=O)O)cc1,4,0.2,i,0.0,1,35,-6,0,-2
COc1ccc(NC(=O)Cn2c3ccccc3c3nc4n(c(=O)c32)CCS4)cc1,-8,-0.5,i,-0.3,-1,-4,0,-3,-15
O=C1[C@H]2[C@@H](c3ccc(F)cc3)N3C(=O)N(c4cccc(Cl)c4)C(=O)[C@@]3(Cc3ccccc3)[C@H]2C(=O)N1C1CCCCC1,-2,0.0,i,-0.1,-4,-1,-1,3,72*
O=C(CSc1ccc(-c2ccco2)nn1)N1CCCCCC1,-3,0.8,i,-0.7,-5,22,5,-4,-1
CSc1nc(NNC=O)cc(Oc2ccc(NC(C)=O)cc2)n1,-1,-0.9,i,0.0,-2,2,-5,1,-5
Cc1cc(C(F)(F)F)c2c(N)c(C(=O)NC3CC3)sc2n1,-1,1.5,i,-0.8,-2,-5,18,-2,-5
COc1ccc(/C=C/C(=O)c2ccc([N+](=O)[O-])o2)cc1,21,2.0,i,-0.2,2,-3,-9,1,-1
O=C(COC(=O)Cn1cnc2ccccc21)Nc1ccc(Br)cc1,-3,-0.2,i,0.2,-6,-11,-7,-2,-6
C#CCNC(=O)C1=C[C@@H](C2CCCCC2)C[C@@H](OCc2ccc(CO)cc2)O1,2,0.0,i,-0.2,-3,5,3,1,4
O=C(N/C(=C/C=C/c1ccccc1)C(=O)N1CCOCC1)c1ccccc1Cl,1,3.8,i,-1.4,-16,-10,2,2,-1
FC(F)(F)c1cccc(CN2CCC(c3cc(-c4cccs4)n[nH]3)CC2)c1,-2,0.5,i,-0.4,-1,-3,3,2,12
Cc1cc(C)nc(SC2c3cccc4cccc(c34)C2NS(=O)(=O)c2ccccc2)n1 (stereo not drawn),2,-0.3,i,0.6,-3,-8,-1,3,26
CN(C(=O)C1CC1)c1ccccc1,-5,0.9,i,0.0,-2,16,-2,4,-4
CC1(C)CC(=O)c2cc(OCC(=O)NCCN3CCCc4ccccc43)ccc2O1,-3,0.9,.,-0.6,-2,2,3,-2,-4
O=C(c1ccc(F)cc1)N1CCCC(C(=O)N2CCCCC2)C1 (stereo not drawn),-2,-0.1,i,-0.6,-1,-3,-10,1,-5
COc1ccc(-c2cc(C(=O)Nc3cc(S(=O)(=O)N4CCOCC4)ccc3N3CCOCC3)c3ccccc3n2)cc1,-4,1.4,i,-0.2,-3,14,8,-3,82*
Cc1[nH]c2ccccc2c1Cc1n[nH]c(=S)o1,12,-1.2,i,-0.3,3,-81,-2,-3,-4
OC(c1ccccc1)(c1nc(/C=C/c2ccc(C(F)(F)F)cc2)cs1)C(F)(F)F (stereo not drawn),0,-0.7,i,-0.3,1,15,4,0,47
COC(=O)COc1ccc(S(=O)(=O)Nc2ccc3c(c2)OCO3)cc1Cl,1,-0.2,i,-0.8,-2,-3,-1,-2,6
COc1ccc(CCNC(=O)COC(=O)c2ccccn2)cc1,-3,0.1,i,-0.3,0,-4,6,4,-6
O=C1C2CCCCC2C(=O)N1c1nccs1 (stereo not drawn),-1,-0.4,i,-0.1,-4,10,4,5,-4
COc1ccc(-c2noc(CN(C(=O)c3ccoc3C)C(C)C)n2)cc1,3,-0.1,i,-0.6,-7,9,1,4,-2
Cc1ccc(NS(=O)(=O)c2cccc(C(=O)NCCCn3ccnc3)c2)cc1,-1,-1.5,i,-0.2,-3,-2,-1,7,-11
O=S(=O)(c1ccc(N2CCCC2c2nc3ccccc3s2)nc1)N1CCOCC1 (stereo not drawn),0,0.5,i,0.7,0,-1,-6,1,10
Cc1ncc([N+](=O)[O-])n1CC(=O)Nc1ccc(F)c(F)c1,-2,2.1,i,2.1,-2,-3,-10,3,-4
Cc1ccc(C(=O)OCC(=O)Nc2ccccc2)cc1NC(=O)c1ccco1,-3,0.0,i,-1.6,-11,-13,-7,-4,-2
CC(C)(C)N1C(=O)c2ccc(C(=O)Nc3ccc(-c4nc5ccccc5[nH]4)cc3)cc2C1=O,4,0.3,i,-0.8,-6,5,-8,-1,-14
COc1cc(C(=O)OCC(=O)N2c3ccccc3NC(=O)C2(C)C)ccc1OCC(C)C,2,-0.3,i,-0.7,-9,-2,21*,0,13
CC1(CCBr)C(=O)N(c2ccccc2)c2ccccc21 (stereo not drawn),1,-0.5,i,-0.4,2,7,2,-1,7
Cc1cccc(NC(=O)CSc2nc3ccccc3c(=O)n2CC2CCCO2)c1 (stereo not drawn),0,-0.6,i,-0.2,-2,-5,1,1,13
CC(=O)N(C)c1ccc(NC(=O)/C=C/c2ccccc2Cl)cc1,-6,2.0,i,-1.2,-6,-1,-13,-4,0
O=C1/C(=C/N(C(=O)c2ccco2)c2ccc(Cl)cc2)Sc2ccccc21,10,.,i,-0.9,-1,-34,-140,-2,-11
COc1cccc(CNC(=O)CCNC(=O)C2CCN(S(=O)(=O)c3ccccc3)CC2)c1,1,-0.3,i,0.0,-3,-6,3,2,0
CNCCC=C1c2ccccc2C=Cc2ccccc21,-5,-2.0,i,-0.3,-2,3,-2,-3,0
CC(C)CN(C(=O)COC(=O)COc1ccc2c(c1)CCC2)c1c(N)n(Cc2ccccc2)c(=O)[nH]c1=O,-3,-1.7,i,-0.5,-4,-27,-8,1,-17
CC(C)(O)C#Cc1ccc(CN2CCC(CO)(CCc3ccccc3)CC2)cc1,1,-0.8,i,-0.8,-5,-2,1,2,-4
COC(=O)Nc1cc(C)nc2ccccc12,0,0.9,i,-1.2,-9,4,-9,0,-7
CCNS(=O)(=O)c1ccc(NC(=O)Nc2ccc3c(c2)OCO3)cc1,-2,0.8,i,-0.5,-3,7,-1,3,0
CN(C)CCCNC(=O)N1c2ccccc2Sc2ccccc21,3,-0.5,i,0.3,-3,-3,2,0,-7
COc1ccccc1OCCn1nnc2ccccc21,4,-0.5,i,-0.2,-2,5,-9,1,-2
O=C(NC(=S)Nc1nc(-c2cccc3ccccc23)cs1)c1cc2ccccc2o1,4,0.1,i,-0.5,-7,23,-1,-2,-4
COc1ccc(-c2cn[nH]c2-c2ccc(OCC(=O)NN)cc2O)cc1OC,3,0.5,i,0.3,0,11,2,1,-90
CNc1snc(C)c1C(=O)OC(C)C(=O)Nc1cccc(C)c1 (stereo not drawn),-4,-1.1,i,-0.3,-1,-22,-11,3,1
Cc1cc(C)nc(SCC(=O)Nc2ccc(N3CCOCC3)cc2)n1,-2,-1.4,i,-0.8,1,-110,12,-2,-8
Cc1cccnc1NC(=O)C1CCCN1S(=O)(=O)c1ccc(Cl)cc1 (stereo not drawn),2,-0.1,i,-0.8,-12,-18,4,0,6
CCOC(=O)Cn1nc(C)c(NC(=O)c2ccc(Br)o2)c1C,0,0.1,i,-0.6,1,4,1,4,-6

# Exported field by field: 4 of the compounds above.
Molecule: O=C(NC(=S)Nc1nc(-c2cccc3ccccc23)cs1)c1cc2ccccc2o1
  CSN deneddyl inh: 4	MsrA inh: 0.1	Neddylation inh: i	Tb MetRS inh: -0.5	bovine MsrA act: -7	PABP1 MLLE inh: 23	eLon inh: -1	Rin1 Abl inh: -2	FAS TE block: -4

Molecule: CNc1snc(C)c1C(=O)OC(C)C(=O)Nc1cccc(C)c1 (stereo not drawn)
  CSN deneddyl inh: -4	MsrA inh: -1.1	Neddylation inh: i	Tb MetRS inh: -0.3	bovine MsrA act: -1	PABP1 MLLE inh: -22	eLon inh: -11	Rin1 Abl inh: 3	FAS TE block: 1

Molecule: Cc1cc(C)nc(SCC(=O)Nc2ccc(N3CCOCC3)cc2)n1
  CSN deneddyl inh: -2	MsrA inh: -1.4	Neddylation inh: i	Tb MetRS inh: -0.8	bovine MsrA act: 1	PABP1 MLLE inh: -110	eLon inh: 12	Rin1 Abl inh: -2	FAS TE block: -8

Molecule: CN(C)CCCNC(=O)N1c2ccccc2Sc2ccccc21
  CSN deneddyl inh: 3	MsrA inh: -0.5	Neddylation inh: i	Tb MetRS inh: 0.3	bovine MsrA act: -3	PABP1 MLLE inh: -3	eLon inh: 2	Rin1 Abl inh: 0	FAS TE block: -7

# The list goes on:
canonical_smiles,CSN deneddyl inh,MsrA inh,Neddylation inh,Tb MetRS inh,bovine MsrA act,PABP1 MLLE inh,eLon inh,Rin1 Abl inh,FAS TE block
COC(=O)c1cc2occc2n1CC(=O)N(C)C1CCCCC1,-1,1.5,i,-0.5,-1,-2,-8,2,-5
CCN(CC)S(=O)(=O)c1ccc(OC(C)C)nc1,1,0.5,i,-0.3,-1,-1,1,1,-6
CCOC(=O)/C=C/c1cc(F)ccc1O,-2,1.7,i,-1.2,.,.,.,.,.
CCO[C@H]1OC(C(=O)NC2CC2)=C[C@@H](c2ccc(Br)cc2)[C@@H]1CCCO,-1,0.4,i,-0.4,-9,-3,0,2,-10
COc1ccccc1-n1c(SCC(=O)Nc2nnc(C)s2)nc2c(c1=O)SCC2,-5,1.9,i,0.1,-5,6,3,-3,-4
Cc1c(NC(=O)c2cccs2)cccc1NC(=O)c1cccs1,-2,0.6,i,-0.5,-8,14,7,-1,-6
COC(=O)CCC(=O)Nc1nccs1,3,0.4,i,-0.6,-4,-3,10,1,-5
COC(=O)c1ccc2nc(-c3ccc(Cl)cc3)c(Cc3cccc(Cl)c3)n2c1,0,-0.5,i,0.2,-3,.,-8,.,31
O=C(Nc1sc(-c2ccccc2)cc1C(=O)O)c1ccccc1,1,4.3,.,-0.6,-4,8,-15,-2,1
Cc1cccc(N(CC(=O)NC2CCCCC2)C(=O)c2csnn2)c1,1,-0.6,i,-0.1,0,-6,3,4,-2
COc1ccc2sc(-c3ccc(N(C)C)cc3)c(-c3ccc4cc[nH]c4c3)c2c1,3,2.0,.,-0.2,-1,0,-8,0,27
CCOCCCN(CCC#N)C(=O)C1CCN(S(=O)(=O)c2ccc(-n3cnnn3)cc2)CC1,2,-0.9,i,-0.2,-4,3,-5,3,0
CC(C)Nc1nc(Nc2ccc(C#N)cc2)c2sccc2n1,-7,1.7,i,-0.1,-3,2,8,-2,6
CCOc1ccc(OCC)c2sc(C)nc12,0,-0.3,i,-0.5,0,-1,8,0,-5
COc1ccc(OC)c(CN2CCN(C(=O)c3ccc(S(=O)(=O)Nc4ccccc4F)cc3)CC2)c1,0,-0.1,i,-0.6,-3,-3,2,2,-3
CNC(=O)Oc1ccc2c(c1)[C@]1(C)CCN(C)C1N2C (stereo partly drawn),1,-0.4,i,-1.9,-5,-12,-2,-2,0
Fc1ccc(C2c3cccn3CCN2C(=S)Nc2cccc(F)c2)cc1 (stereo not drawn),0,0.8,i,0.1,-4,-34,-5,-2,24
O=C(CCn1nc(-c2ccc(Cl)cc2)c2ccccc2c1=O)NCC1CCCO1 (stereo not drawn),-4,0.2,i,0.4,-4,1,-2,3,-6
COc1ccc2c(c1OC)C(=O)N1C2SC[C@H]1C(=O)NC1CCCCC1 (stereo partly drawn),3,1.5,i,0.8,0,19,-4,0,-6
Cc1ccc(S(=O)(=O)N/N=C2/CC(c3ccccc3)Oc3ccccc32)cc1[N+](=O)[O-] (stereo not drawn),-2,1.5,i,-0.1,0,24,0,1,44
COc1ccc(C)cc1NC(=O)CCCN1C(=O)NC(C)(C)C1=O,-1,-0.6,i,-0.5,-7,-101,-2,2,-6
O=c1cc(CNc2ccc(Br)cc2)nc2sccn12,1,0.3,i,-0.4,-4,1,0,0,0
C/C(=N/NC(=O)c1cc(C)[nH]n1)c1ccco1,3,0.0,i,-0.6,-2,8,-3,-1,-4

# Screens: PubChem BioAssay, several laboratories
